PAX8 reporter = inhibitors of PAX8-driven TPO luciferase reporter, primary screen, RMG-I cells, single concentration; inhibition, % at 12.6 µM; SteadyGlo, 24 h; 360,000 compounds, 1.2% hits;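 active = mean replicate inhibition at least 60% with every replicate also reaching 60%; inconclusive = only one of the two criteria is met; inactive = mean below 60% and not all replicates reaching 60%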;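 also: luciferase light reporting Pax8 driven TPO promoter activity; plate controls were median of neutral control wells for no effect and mitoxantrone controls for full effect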
FN deposition inh = inhibitors of fibronectin matrix deposition, primary screen, AH1F cells, Alexa488-fibronectin fluorescence, plate reader; AH1F fibroblasts, overnight; inhibition, % at 12.6 µM; 350,000 compounds, 0.086% hits; AID 743247, 2014;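 active = mean inhibition across replicates of 30% or more, regardless of how many single replicates reach that level; inconclusive = mean under 30% yet at least half of replicates reach 30%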;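 also: positive control wells lacked labelled fibronectin entirely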
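Assay system: AH1F fibroblast monolayer, labelled fibronectin deposition. Amount: 10000 cells per well. Also added: labelled fibronectin 24 nM. Compound: single-point pinned compound. Incubation: cell attachment 1 h, compound and FN exposure overnight. Detection: fluorescence after three HBSS washes, excitation 485 nm, emission 525 nm. Read-out: inhibition of fibronectin deposition signal.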
F508del corr = F508del CFTR correction, initial screen, CFBE line, single point; AID 720511, 2013; 350,000 compounds, 0.36% hits; activity (quench increase), % at 7.58 µM; CFBE cells, YFP halide quenching; stimulated with forskolin plus potentiator P3; % fluorescence drop versus neutral controls;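 active = mean added fluorescence quench of at least 8% versus neutral control, with both replicates also reaching 8%; inconclusive = only one of the mean or replicate conditions met; inactive = mean below 8% and not both replicates reaching 8%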;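 also: cells transiently co-express mutant CFTR-F508del with the halide-sensitive YFP; corrector assay measuring rescue of mutant channel to the surface after 24 h compound exposure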
EWS-Fli block = EWS/Fli-driven NR0B1 reporter inhibitors, primary screen, A673 cells, NR0B1 luciferase, luminescence, MLPCN library. viability-normalised. inhibition, % at 12.6 µM. 350,000 compounds, 0.67% hits;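 active = mean inhibition of at least 50% after viability correction, with every replicate also passing that limit; inconclusive = mean reaches 50% but only one of two replicates passes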;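 also: firefly luciferase signal divided by Alamar Blue viability fluorescence both relative to DMSO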
miR122 inh = miR-122 Renilla sensor signal increase in Huh7, primary screen, miR-122 inhibitor project, cell-based, single point, plate reader; Huh7 miR-122 Renilla luciferase sensor, 48 h; neutral wells = 0, positive control = 100; activation (reporter increase), % at 12.5 µM; 340,000 compounds, 0.3% hits;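 active = mean replicate activation score at least 90 and every replicate individually at or above 90; inconclusive = only one of the two criteria met; inactive = neither criterion met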;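 also: higher luciferase means less miR-122 activity so hits act as miR-122 inhibitors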
GSIS activator = GLuc luminescence reporter in INS-1E cells, primary screen for activators of glucose-dependent secretion of insulin | activation, % at 16.6 µM | 370,000 compounds, 0.61% hits | INS-1E GLuc reporter insulin secretion, 2-3 h;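 active = lowest replicate activation of at least 40%, so every replicate reaches that level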;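 also: 0% = median of neutral control wells and 100% = median of IBMX positive control wells; some compounds called inactive have numbers as strong as hits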
DENV2 CPE = inhibitors of DENV2 cytopathic effect, primary screen, cell-based, plate reader, single concentration. CPE inhibition, % at 9.99 µM. DENV2-infected cells, cytopathic effect rescue. 350,000 compounds, 1.7% hits. AID 651640, 2012; in the data active = CPE inhibition above about 20%, passing the limit was not always enough; inconclusive = no clear call, values can overlap the other calls; tested in BHK-21 cells;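 also: 0% = median of neutral control wells and 100% = median of positive control wells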
Active calls of the source: *; ? = inconclusive; / = no result given; & = joins results of further samples; [ ] = another dose, or the depositor's remark.

no.	SMILES	PAX8 reporter	FN deposition inh	F508del corr	EWS-Fli block	miR122 inh	GSIS activator	DENV2 CPE
1	CC1CN(S(=O)(=O)N(C)C)CCN1S(=O)(=O)N(C)C (stereo not drawn)	/	/	-2.7	-4	-6	19	-2
2	Cc1ccc(N=C2C(=O)Nc3ccccc32)cc1C	14	4	-1.1	19	2	/	?
3	O=C(COC(=O)Cc1cn2ccsc2n1)NCc1ccc2c(c1)OCO2	-6	1	/	/	0	15	/
4	CCCN(CC(=O)Nc1ccccc1OC)C(=O)C1=COCCO1	6	5	-4.5	0	-7	7	-2
5	O=C(/C=C/c1ccc2c(c1)OCCO2)c1ccccc1	-80	-7	-3.4	-79	-3	/	-8
6	COC(=O)C1=C(C)N(c2ccc(C)c(C)c2)/C(=C/c2cccs2)C1=O	/	/	-1.4	3	-9	-6	3
7	O=C(Cn1cc(COc2cc(F)cc(F)c2)nn1)c1ccc(O)cc1	-41	-1	1.7	6	-2	-34	-13
8	CSCCC(c1nc2ccccc2[nH]1)n1c(-c2cc(C(F)(F)F)cc(C(F)(F)F)c2)nc2ccccc21 (stereo not drawn)	43	-6	-3.0	16	/	/	/
9	CCN(CC)c1ncnc2c1ncn2[C@H]1CN(Cc2cccnc2)C[C@@H](CO)O1	-12	11	1.3	4	0	/	-10
10	CCN(CC)c1ccc(/C=N/NC(=O)c2c[nH]c3ccccc23)cc1	-5	4	/	-1	/	-16	8
11	O=C1NC[C@H](CCCCN2C[C@H](Cc3ccc(O)cc3)N(CCC3CCCCC3)C(=O)C2=O)N(CCC2CCCCC2)C1=O	-3	22	-1.2	5	/	-10	?
12	CCC(CC)C(=O)N1CC(=O)Nc2ccc(C)cc2C1c1ccccc1 (stereo not drawn)	12	-11	-0.1	-1	-3	-7	-4
13	O=C(CN1CCOCC1)NCC[C@@H]1CC[C@@H](NC(=O)c2ccc3c(c2)OCO3)[C@H](CO)O1	-3	-13	1.1	-8	/	4	-6
14	O=C(Nc1ccc(Cl)cc1)c1csc([C@@H]2O[C@H](CO)[C@@H](O)[C@H]2O)n1	-26	-11	2.8	-15	6	-1	-8
15	C[C@H]1CN([C@@H](C)CO)C(=O)c2cc(-c3ccc(F)cc3)cnc2O[C@@H]1CN(C)C(=O)c1ccccn1	-14	1	-0.9	7	-6[16.7 µM]	1	-5
16	O=C(CN1C(=O)COc2ccccc21)NCCCN1CCc2ccccc2C1	/	/	-2.4	13	0	8	2
17	CC1=C(C(=O)N(C)CCC#N)C2(CCCCC2)OC1=O	-8	-9	2.9	-4	-7	5	-3
18	Cn1c(=O)[nH]c(=O)c2c1nc(Sc1ncccn1)n2CCCc1ccccc1	-2	2	/	/	-2	/	/
19	Cc1cc(S(=O)(=O)NCCCN2CCOCC2)c(C)cc1Cl	1	/	1.3	/	11	1	-2
20	COc1ccc(C(=O)NNC(=O)CSc2nnc(C)n2CC2CCCO2)cc1 (stereo not drawn)	-15	2	4.1	-16	0	2	2
21	CCOC(=O)c1ccc(NCc2nc3ccccc3n2C)cc1	-199	5	/	/	30	3	/
22	O=C(Nc1nc(-c2ccccn2)cs1)c1ccc([N+](=O)[O-])o1	80*	15	-3.1	0	-7	-5	-5
23	C[C@@H]1CN([C@H](C)CO)C(=O)c2cc(Br)cnc2O[C@@H]1CN(C)C(=O)c1ccc(F)cc1	-13	-9	0.9	3	1[16.7 µM]	4	-6
24	O=C(CN1CCOCC1)NCC[C@@H]1CC[C@H](NC(=O)Nc2ccc(Cl)cc2)[C@@H](CO)O1	5	/	-0.1	4	/	-15	0
25	Cc1nc2scc(-c3ccc(C(C)C)cc3)c2c(=O)n1N	-3	-9	-2.0	-6	-3	-1	4
26	COC(=O)[C@H]1[C@H](CO)[C@H]2Cn3c(ccc(-c4ccccc4F)c3=O)[C@H]2N1Cc1ccccc1	15	/	2.2	-4	-2[16.7 µM]	7	-5
27	O=C(Nc1ccccc1)C1=C(Nc2ccccc2)CSC1	-22	/	0.0	-8	/	/	3
28	O=C(Nc1ccccc1)N1CC(=O)N2[C@H](CO)[C@@H](c3ccc(C#CC4CC4)cc3)[C@@H]2C1	21	-3	1.0	-3	/	-22	7
29	COc1ccc(Br)cc1CN(C)CC(=O)Nc1c(Cl)ccc(C)c1Cl	7	2	/	/	-1	-10	/
30	CNC(=O)C[C@@H]1CC[C@H]2[C@H](COc3ccc(NC(=O)c4cccc(F)c4)cc3C(=O)N2C)O1	-1&6	-1&-1	1.0&-2.6	-5&-8	0&3[16.7 µM]	11&6	-3&-4
31	Cc1ccc(C(=O)N/C(=C\c2ccccc2)C(=O)NCc2cccnc2)cc1	-2	/	2.5	4	/	-2	-3
32	C[C@@H]1CN([C@H](C)CO)C(=O)c2cc(NC(=O)Cc3cn(C)c4ccccc34)ccc2O[C@H]1CN(C)Cc1ccc(C(F)(F)F)cc1	23	/	2.2	-1	-9[16.7 µM]	-6	-1
33	Cc1ccc(S(=O)(=O)N(C)C[C@H]2Oc3c(NS(=O)(=O)c4c(C)noc4C)cccc3C(=O)N([C@H](C)CO)C[C@H]2C)cc1	-23	/	-1.2	-3	-1[16.7 µM]	-1	-6
34	Cc1ccc(N2CCN(C(=O)c3ccccc3NC(=O)c3ccccc3C(=O)O)CC2)cc1	6	2	/	-2	/	-6	-7
35	O=C(Nc1cccc(NC(=O)C2CCCO2)c1)C1CCCO1 (stereo not drawn)	/	5	-0.9	-5	7	10	1
36	CN(C)Cc1cn(CC[C@@H]2CC[C@@H](NS(=O)(=O)c3ccccc3)[C@@H](CO)O2)nn1	/	/	2.9	-10	/	7	-5
37	CCO[C@H]1OC(C(=O)N2CCN(Cc3ccc4c(c3)OCO4)CC2)=C[C@@H](c2ccc(Br)cc2)[C@@H]1CCCO	11&28	10	-1.9&0.0	5&-6	-12	-31	-3&-7
38	CCN1C[C@@H]2[C@@H]3C(=O)N(Cc4ccccc4)C(=O)[C@@H]3[C@](Cc3ccccc3)(C1=O)N2C(=O)c1ccc(C)cc1	6	-9	3.8	-4	34	-29	7
39	O=C(Nc1ccccc1[N+](=O)[O-])c1cc(S(=O)(=O)N2CCOCC2)cs1	?	4	-6.5	/	-7	7	-1
40	Cn1c(CCN2CCCCC2)nc2cc(NC(=O)COc3ccccc3)ccc21	5	-12	-1.1	-6	4	0	-7
41	CN(C)S(=O)(=O)N1CCC(Oc2cccc(C(=O)NC3CCCCC3)c2)CC1	10	-7	1.6	8	-5	-24	-3
42	CC(C)NC(=O)N[C@@H]1C[C@@H]2O[C@@H](CO)CC[C@@H]2O[C@@H]1CCc1ccc(-c2ccccc2F)cc1	-20	/	1.8	8	/	/	-13
43	COc1ccc(S(=O)(=O)N2CCCCC2)cc1NC(=O)c1ccc(CS(C)(=O)=O)cc1	3	-10	1.7	-7	6	/	2
44	C[C@H](CO)N1C[C@H](C)[C@H](CN(C)C(=O)Nc2ccccc2F)Oc2cc(-c3ccc(C(=O)N(C)C)cc3)ccc2S1(=O)=O	5	/	0.5	5	-23[16.7 µM]	7	-6
45	O=C(CCS(=O)(=O)c1ccccc1)Nc1ccc(S(=O)(=O)Nc2ncccn2)cc1	-11	2	-1.2	-2	-9	20	-3
46	Cc1ccc(OCCC(=O)OCC(=O)c2ccc3c(c2)NC(=O)CO3)cc1	12	0	-5.9	3	1	7	-2
47	C[C@@H]1CN([C@@H](C)CO)C(=O)c2cccc(NS(=O)(=O)c3ccccc3)c2O[C@H]1CN(C)S(=O)(=O)c1ccc(F)cc1	-3	/	-0.2	-6	-4[16.7 µM]	-1	18
48	O=c1c(-c2ccco2)[n+]([O-])c2ccccc2n1OCc1ccccn1	-3	-2	/	/	20	/	/
49	c1ccc(CN2CCN(Cc3c[nH]c4ccccc34)CC2)cc1	-10	4	2.6	9	-7	8	-3
50	Cc1ccc(S(=O)(=O)NC(=O)Nc2cccc([N+](=O)[O-])c2)cc1	-21	4	3.8	-6	-2	14	-1
51	O=C(NC(=S)N1CCN(c2ccccn2)CC1)c1ccco1	-4	4	0.3	4	2	-4	-4
52	O=C(C1CCOCC1)N1C[C@H]2[C@@H](c3ccccc31)[C@@H](CO)N2C(=O)c1ccccc1	-13	/	0.1	2	21[16.7 µM]	0	97*
53	Cc1ccc(C2=NN(C(=O)CNCCO)C(c3cccs3)C2)cc1 (stereo not drawn)	-12	-5	-1.0	/	3	-1	-2
54	C[C@H]1CN([C@@H](C)CO)C(=O)Cc2cc(NC(=O)Nc3ccc(C(F)(F)F)cc3)ccc2O[C@H]1CN(C)S(=O)(=O)c1ccc(Cl)cc1	/	/	2.5	57*	40[16.7 µM]	-18	-3
55	Cc1ccc(S(=O)(=O)N(C)C[C@H]2Oc3c(NC(=O)Nc4ccc(F)cc4)cccc3C(=O)N([C@H](C)CO)C[C@H]2C)cc1	24	/	0.2	43	-2[16.7 µM]	-10	7
56	CC(C)NC(=O)Nc1ccc2c(c1)C(=O)N([C@H](C)CO)C[C@H](C)[C@H](CN(C)C(=O)Nc1ccc(F)cc1)O2	-21	-2	-1.6	-8	-7[16.7 µM]	2	-2
57	Cc1nc(SCC(=O)c2c[nH]c3ccccc23)n[nH]1	-12	/	/	/	13	20	/
58	CCOC(=O)C1(C)CCCN(C(=O)c2ccc(OC)cc2)C1 (stereo not drawn)	-27	-12	-3.5	-14	-2	6	-8
59	COc1ccc(-c2ccc(C(C)=O)cc2)cc1[C@H]1[C@H]2C=CC[C@@H](C)[C@@H]2C(=O)N1Cc1ccccc1	17	1	0.3	11	12	7	-4
60	CC(=O)c1ccc(N/N=C2/CCCNC2=O)cc1	-13	7	1.8	-35	-1	/	11

Further entries.
no.	SMILES	PAX8 reporter	FN deposition inh	F508del corr	EWS-Fli block	miR122 inh	GSIS activator	DENV2 CPE
61	COc1ccc(C(=O)Nc2ccc(N3CCCCC3)cc2)cc1Br	-69	5	/	/	/	1	/
62	CC(C)(C)c1ccc(C(=O)NC(=S)N2CCCCCC2)cc1	4	/	0.2	/	/	-25	-5
63	N#C/C(=C\c1ccc(N2CCCC2)c([N+](=O)[O-])c1)c1nc2ccccc2[nH]1	1	-1	/	/	13	/	/
64	Cc1ccc(S(=O)(=O)N2C[C@@H](O)COC[C@@H]3O[C@H](CC(=O)N[C@@H]4CCN(Cc5ccccc5)C4)CC[C@H]32)cc1	5	-6	1.1	1	2[16.7 µM]	12	-6
65	COc1cc(OC)cc(C(=O)N[C@H](C(=O)Nc2nc3ccccc3[nH]2)C(C)C)c1	82*	8	13*	35	?	0	-3
66	COc1ccc(C)cc1NC(=O)c1cccc(-c2ccc(OC(C)=O)cc2)c1	-2	0	0.1	-8	16	-11	-6
67	Cn1cnnc1SCC(=O)N1CCc2ccccc2C1	13	3	-1.7	14	4	/	-1
68	COc1ccc(NC(=O)Nc2ccc3c(c2)C(=O)N([C@H](C)CO)C[C@@H](C)[C@@H](CN(C)S(=O)(=O)c2cccs2)OCCCC[C@H](C)O3)cc1	/	/	0.3	-2	9[16.7 µM]	8	1
69	C[C@H](NC(=O)C[C@H]1C[C@H]2c3cc(NC(=O)C4CCOCC4)ccc3O[C@H]2[C@@H](CO)O1)c1ccccc1	11	/	-1.9	-4	4[16.7 µM]	24	-3
70	OC(CNCc1ccccc1)COc1ccccc1 (stereo not drawn)	-9	-16	-2.0	-11	-6	-1	-1
71	O=C(c1ccc(S(=O)(=O)NCC2CCCO2)cc1)N1CCN(c2ccccc2)CC1 (stereo not drawn)	0	-8	0.2	6	/	3	-5
